Source: PubChem
HIV Rev-RRE inh: disrupts HIV-1 Rev binding to RRE RNA | P05866 | Rev peptide-RRE RNA binding, FRET | inhibition, % at 8 µM | 97,000 tested, 0.79% active;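 active = inhibition above the screen-wide mean plus 3 SD, cut at about 35% in these data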;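 also: 0% = median DMSO wells and 100% = median Neomycin B control wells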
Target sequence (P05866 whole entry, looked up): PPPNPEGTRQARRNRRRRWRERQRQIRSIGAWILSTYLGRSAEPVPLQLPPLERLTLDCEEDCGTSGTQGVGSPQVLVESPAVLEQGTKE
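Test system: Cy5-tagged RRE RNA duplex with fluorescein-tagged Rev peptide | Read-out: % inhibition of FRET ratio versus controls | Probe or stimulus: Labelled Rev peptide | Incubation: 5 min RNA-compound premix plus 15 min binding step, 25 °C | Technique: FRET fluorescence readout | Benchmarks: DMSO low control, neomycin B high control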
Plk1 PBD FP: Plk1 (human) PBD binding inhibition; P53350; inhibition, %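 (tested at about 20 µM)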; Plk1 PBD phosphopeptide binding, fluorescence polarization; 97,000 tested, 0.13% active; AID 693; in the data active = inhibition above about 34%, passing the limit was not always enough
S1P2 agonist: S1P2 (human) receptor agonism; S1P2-expressing cell line, agonist reporter read-out; activation, % at 4.5 µM; 97,000 tested, 0.46% active; AID 729; in the data active = activation above about 16%;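 also: 0% = vehicle low control and 100% = maximal reference agonist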
Target sequence (O95136 whole entry, looked up): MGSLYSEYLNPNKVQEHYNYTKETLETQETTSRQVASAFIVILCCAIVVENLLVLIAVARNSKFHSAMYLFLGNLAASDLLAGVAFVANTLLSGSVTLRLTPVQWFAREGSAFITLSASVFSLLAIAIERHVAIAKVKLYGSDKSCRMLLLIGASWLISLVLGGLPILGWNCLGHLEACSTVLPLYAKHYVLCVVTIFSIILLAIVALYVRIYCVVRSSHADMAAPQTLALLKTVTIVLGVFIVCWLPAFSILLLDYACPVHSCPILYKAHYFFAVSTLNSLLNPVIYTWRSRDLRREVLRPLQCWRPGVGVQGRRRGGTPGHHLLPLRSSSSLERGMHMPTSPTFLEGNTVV
PLK1 inh: PLK1 (human) kinase inhibition; P53350; recombinant PLK1 kinase, TR-FRET peptide phosphorylation; inhibition, % at 10 µM; 97,000 tested, 0.53% active; AID 619;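 active = inhibition of 50% or more in the single-concentration screen; inactive = inhibition below 50%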;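 also: 0% = DMSO max control and 100% = H-89 dihydrochloride min control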
EphB4 antag: EphB4-ephrin-B2 interaction antagonism | P54760 | EphB4 LBD / TNYL-RAW-Alexa532 peptide, fluorescence polarization | inhibition, % at 7 µM | 97,000 tested, 0.15% active | AID 720;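 active = inhibition above the screen-wide mean inhibition plus 3 SD, cut at about 15% in these data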;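 also: 0% = DMSO wells and 100% = excess unlabeled TNYL-RAW peptide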
S1P2 antag: blocks the human S1P2 receptor; 97,000 tested, 0.21% active; AID 736; cell-based S1P2 antagonist assay, inhibition at 5 uM; inhibition, % at 5 µM; in the data active = inhibition above about 45%;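 also: CRE beta-lactamase reporter cells expressing human S1P2 stimulated with S1P; 0% = agonist at EC80 alone and 100% = agonist plus reference antagonist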
FAK inh: blocks human focal adhesion kinase activity | AID 727 | inhibition, %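 (tested at 7 µM)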 | biochemical FAK kinase activity assay | 97,000 tested, 0.84% active; in the data active = inhibition above about 19%;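 also: 0% = DMSO and 100% = reference compound high control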
MT1-MMP txn act: MT1-MMP promoter transcription activation; AID 750; 86,000 tested, 0.16% active; HT1080 MT1-MMP promoter luciferase reporter, luminescence, overnight; stronger effect = higher value; activation factor at 10 µM;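 active = activation factor of at least 2 for MT1-MMP transcription at 10 µM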
PLAP activator: human PLAP activation; P05187; purified PLAP enzyme, luminescent substrate read-out; stronger effect = higher value; activation fold at 20 µM; 96,000 tested, 1.2% active; AID 696; in the data active = activation fold above about 2
Target sequence (P05187 whole entry, looked up): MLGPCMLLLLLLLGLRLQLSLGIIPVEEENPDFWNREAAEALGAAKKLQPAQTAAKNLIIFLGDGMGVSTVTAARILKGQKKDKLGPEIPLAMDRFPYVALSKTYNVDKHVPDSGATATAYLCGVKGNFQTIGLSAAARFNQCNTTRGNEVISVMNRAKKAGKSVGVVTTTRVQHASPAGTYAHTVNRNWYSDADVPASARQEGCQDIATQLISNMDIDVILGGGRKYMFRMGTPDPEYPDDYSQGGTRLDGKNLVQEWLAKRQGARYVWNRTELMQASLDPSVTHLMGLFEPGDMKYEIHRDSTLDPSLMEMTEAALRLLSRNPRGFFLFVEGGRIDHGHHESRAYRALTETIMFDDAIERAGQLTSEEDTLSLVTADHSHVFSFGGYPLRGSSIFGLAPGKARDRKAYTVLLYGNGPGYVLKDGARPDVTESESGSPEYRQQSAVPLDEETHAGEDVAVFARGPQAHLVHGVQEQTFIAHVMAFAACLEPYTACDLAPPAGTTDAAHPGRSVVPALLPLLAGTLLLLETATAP
Starred values were filed as active, the others as inactive; . = not tested or not shown.

SMILES	HIV Rev-RRE inh	Plk1 PBD FP	S1P2 agonist	PLK1 inh	EphB4 antag	S1P2 antag	FAK inh	MT1-MMP txn act	PLAP activator
CCN(CC)C(=O)CSc1nnc(-c2ccc(S(=O)(=O)N3CCCC3)cc2)o1	1.5	-20.4	0.2	-33.1	-6.4	-1.7	0.3	1.2	1.3
COCCN(CC(=O)Nc1ccc(F)cc1)S(=O)(=O)c1ccc(S(=O)(=O)N2CCCC2)cc1	8.3	0.6	-7.1	-11.5	5.8	9.4	-2.8	1	0.9
Cc1ccc(-n2ncc3c(=O)n(Cc4ccccn4)cnc32)cc1C	3.2	-9.0	0.4	-3.6	-9.6	-13.9	1.9	1.3	1.1
Cc1cc2c(cc1C)NC(c1nc3ccccc3[nH]1)C1=C(CC(C)(C)CC1=O)N2 (stereo unspecified)	7.5	1.9	-5.7	-6.3	-0.1	15.5	-1.9	1.2	1.1
O=C(CN1CCN(c2ccc(F)cc2)CC1)N1CCOCC1	2.8	10.0	-8.0	-2.5	1.1	5.3	-4.0	1.1	1
COc1ccc(-c2cc(-c3ccccc3O)[nH]n2)cc1OC	10.6	-1.9	-7.8	-12.2	-9.0	-27.8	-3.3	1.2	2.8*
O=C(c1ccccc1)N1CCN(C2C3CC4CC(C3)CC2C4)CC1 (stereo unspecified)	-5.9	-8.4	-1.3	2.3	-2.9	-23.0	-0.1	1.2	1.2
O=C(CCN1c2ccccc2Sc2ccccc21)OCC(=O)N1CCN(C(=O)c2ccco2)CC1	-2.4	7.6	-1.9	-6.5	-3.9	-26.6	1.4	1.2	1.5
CC1=NN(S(=O)(=O)c2ccc(F)cc2)C(=O)c2ccccc2O1	-2.6	-1.4	-2.9	7.6	0.8	21.4	-1.3	1.2	1.1
COc1ccc(NC(=O)N2CCCC2)cc1OC	4.8	-1.6	-3.3	-14.5	-2.6	9.7	-1.2	1	0.9
O=C(Nc1cccnc1)c1ccc(COc2ccccc2Cl)o1	5.2	-26.6	-3.8	-5.7	-4.0	2.5	5.1	1.2	1.1
CCC(c1nnnn1C(C)C)N1CCN(C2CCCC2)CC1 (stereo unspecified)	4.5	16.3	-1.5	-10.9	-7.1	-9.4	0.0	1	1
CCc1nc(OCC(=O)c2ccccc2)c(C#N)c2c1COC(C)(C)C2	9.0	8.1	-6.9	1.7	5.6	-14.2	1.7	1.1	1
CCC1(C)Cc2ccccc2-c2nc(NCCCO)n(-c3ccccc3)c(=O)c21 (stereo unspecified)	2.8	-17.2	-5.3	-5.5	-0.6	14.7	15.2	1	1.3
Cc1ccc(-c2c(C)n([O-])c3c([n+]2=O)CCC3)o1	6.3	6.8	-5.6	-5.5	9.0	-1.9	0.0	1.1	1.2
CN1CCC(N(C)CC(=O)Nc2ccccc2N2CCOCC2)CC1	5.0	5.1	-1.6	-6.9	-0.3	2.9	1.3	.	1.9
COc1ccc(-c2nnc(COc3ccc4ccccc4c3)o2)cc1OC	2.3	-7.3	-6.0	-4.5	3.4	18.1	0.3	.	1.3
CCn1c(-c2ccc3ncccc3c2)n[nH]c1=S	3.4	1.7	-3.3	-3.5	-2.4	-15.7	1.9	.	0.9
O=C(c1ccccc1)c1cc2ccc(O)cc2oc1=O	16.7	0.6	0.0	-10.7	6.2	12.5	1.4	1.3	0.9
COCCn1c(SCC(=O)N2CCCCC2)nc2cccnc21	1.9	30.3	-5.6	-13.6	-4.4	3.1	1.5	1.1	1
Cc1ccc(-c2ccc(CCC(=O)O)n2NC(=O)c2ccco2)cc1	4.6	17.0	-0.9	-4.3	-3.1	-12.0	-3.6	1.2	1.4
Cc1ccc(S(=O)(=O)N2CCN(c3nc(C)nc4sc(C)c(C)c34)CC2)cc1	11.3	-9.3	-1.9	-5.0	3.4	18.0	0.0	1.1	1.1
Cc1ccc(-n2c(C)cn(C(=O)c3ccccc3)c2=S)cc1	12.9	18.2	-6.5	-13.2	8.2	19.6	7.3	1.1	.
COc1ccc(OC)c(-c2cc(C(=O)Nc3sc4c(c3C#N)CCC(C)C4)c3ccccc3n2)c1 (stereo unspecified)	7.6	6.8	-9.4	-11.8	-0.6	1.8	3.3	.	1
Cc1ccc(-n2c(SCC(=O)N3CCOCC3)nnc2-c2ccncc2)cc1	-1.4	9.2	0.4	-7.8	-8.3	-15.8	2.0	1.1	1.1
O=C(Nc1cccc(C(F)(F)F)c1)c1n[nH]c(Cn2cncn2)n1	6.1	28.3	-1.8	-5.7	-3.1	9.2	-0.1	.	1
O=[N+]([O-])/C(=C\Nc1ccccc1Cl)S(=O)(=O)c1ccccc1	2.3	-32.8	-4.0	-7.8	-1.5	7.9	-0.7	1.2	1.3
Cn1nnnc1SCCNS(=O)(=O)c1ccccc1	4.4	6.0	-3.7	-19.6	4.8	5.9	1.8	1.1	1
Cc1cc(C)n2nc(-c3cnn(C)c3C(F)(F)F)c(Cl)c2n1	2.1	-4.1	-1.0	-4.1	-4.5	-28.6	-1.4	.	1
c1coc(-c2nc(-c3ccco3)c(-c3ccco3)nc2-c2ccco2)c1	-149.6	-13.9	-2.1	92.5*	19.0*	9.9	99.4*	1.1	1.1
CCn1nnnc1-c1ccc(OC)c(S(=O)(=O)Nc2ccc(C(=O)OC)cc2)c1	1.5	-2.1	-6.5	-8.4	-5.6	1.2	0.6	1	1
c1ccc(OCCSc2nnnn2-c2ccccc2)cc1	5.6	2.8	61.8*	1.8	11.7	14.3	-3.9	1.3	0.7
CCn1c(Cc2ccc(OC)cc2)nnc1SCC(=O)Nc1nc2ccccc2s1	3.8	-9.1	-3.3	-9.1	-6.5	6.5	-1.2	.	1
CCCCN(C)C(=O)c1cn(CC)c2ccc(S(=O)(=O)N(C)C)cc2c1=O	2.8	-0.2	-3.1	59.5*	0.0	4.2	9.9	1.1	0.9
CCC1(C)Cc2c(sc3nn[nH]c(=O)c23)CO1 (stereo unspecified)	5.8	-13.9	-6.4	0.7	2.5	-1.6	0.2	1.1	1
CCC(=O)Nc1nc(C)cc(SCC(=O)OC)n1	8.0	7.0	-2.2	-1.1	1.2	3.4	-3.8	1.1	1
Cc1ccc(S(=O)(=O)c2c(C)cc(-c3ccccc3)[nH]c2=O)cc1	6.1	-15.2	-7.9	-6.2	0.3	11.6	6.2	.	0.9
Cc1ccnc(-n2c(CCN3C(=O)c4ccccc4C3=O)nc3ccccc3c2=O)c1	3.5	-16.1	6.4	-6.5	-0.9	-46.0	1.9	1.1	1
CN(C)Cc1nc2c([nH]1)c(=O)n(C)c(=O)n2C	10.3	-16.8	-4.3	-1.9	3.4	-7.9	5.0	1.1	1.2
CCCCNC(=O)CCCCCn1c(=O)[nH]c2cc(OC)c(OC)cc2c1=O	4.7	2.8	-5.3	-4.9	4.4	9.2	-0.6	1	1.1
O=C(COc1ccccc1)N1CCN=C1c1ccccc1	2.5	1.4	-4.6	-6.6	-2.7	6.3	0.2	0.9	0.8
O=C(Nc1nnc(COc2ccc(Cl)cc2)s1)c1cccs1	3.3	6.4	1.5	-9.8	-4.4	-12.4	-3.1	.	1.3
CCOc1cc(CNCc2cccs2)cc(Br)c1OC	1.0	-1.8	-0.7	-6.5	-3.9	10.2	-2.0	.	1.1
COc1ccccc1N1CCN(C(=O)CSc2nc(N)cc(=O)[nH]2)CC1	3.8	26.4	-2.9	-0.2	3.9	-0.5	-1.6	1.4	1.3
O=c1nc2ccccc2c(NS(=O)(=O)c2ccc(Cl)cc2)n1-c1ccccc1	8.5	-23.1	-1.7	2.0	7.6	9.0	0.4	.	1.1
COc1ccc(NC(=S)NNC(=O)c2ccccc2OC(F)F)cc1	-3.2	4.8	-3.4	-8.4	0.1	11.5	-0.6	.	.
CO/N=C(/CS(=O)(=O)c1ccc(C)cc1)c1ccc(OC)cc1	6.7	14.0	-6.7	0.7	5.3	-26.9	-0.6	1	0.9
O=C(CSc1ncn(-c2ccccc2)n1)Nc1nccs1	8.2	-11.9	-5.7	10.8	4.9	2.3	0.4	0.9	0.9
N#CC1=C(N)N2C(=C(C#N)C1c1ccccc1)Sc1ccccc12 (stereo unspecified)	29.6	0.7	-1.7	-4.5	0.8	9.7	15.2	1.4	0.7
COCCNC(=O)COc1ccccc1Cl	7.1	5.8	-9.5	-6.2	4.1	12.9	-4.6	1.2	0.9
Cc1cc(C)c2c(c1)SC1=NC(c3ccccc3)(C(F)(F)F)NC(=O)N12 (stereo unspecified)	0.7	6.1	-1.5	-7.0	-1.2	-16.6	1.1	1.1	1.1
COC(=O)C(CC(=O)c1ccc(Br)cc1)n1ccnc1 (stereo unspecified)	3.5	-5.1	-5.4	-7.5	-4.5	9.9	0.3	1.1	1.1
CS(=O)(=O)N(CC(=O)N1CCOCC1)Cc1ccccc1	0.5	-12.6	-1.9	-15.9	1.0	6.2	34.5*	1.2	1.1
Nc1c(C(=O)NCc2ccc(Cl)cc2)sc2nc3c(c(C(F)(F)F)c12)CCC3	12.3	10.2	-4.9	-15.4	-1.4	-4.8	-0.8	.	1.2
O=C(Oc1ccc(Cl)cc1)c1ccc(COC(=O)c2cnccn2)cc1	9.7	-5.7	7.1	0.0	-1.4	-29.6	-0.2	1.1	1
O=C(NCCc1ccccc1)C1CCN(C(=O)NCc2ccccc2)CC1	6.1	4.4	-2.2	-9.3	2.9	-3.8	-0.8	1.2	.
COc1ccccc1/C=c1\sc2nc(-c3ccco3)nn2c1=O	-2.5	12.8	-5.9	-2.1	-5.4	14.9	7.5	1.2	1.4
COc1ccc(C(=O)/C=C(\C)NCc2ccc3c(c2)OCO3)cc1	7.3	-20.5	-2.8	-6.5	10.4	16.0	3.9	.	0.9
COc1ccc(-n2c(Cn3c(=O)sc4ccccc43)nnc2SCC(=O)N2CCCCC2)cc1	1.5	-11.4	-2.7	-13.2	-5.1	-8.9	-1.7	1	1.5
Cc1c(N(C)C(=O)c2ccco2)c(=O)n(-c2ccccc2)n1C	5.5	23.2	-0.5	-6.5	-0.5	-10.8	0.3	0.8	1

Only EphB4 antag, PLK1 inh and PLAP activator (five entries from above):
canonical_smiles	EphB4 antag	PLK1 inh	PLAP activator
COc1ccccc1N1CCN(C(=O)CSc2nc(N)cc(=O)[nH]2)CC1	3.9	-0.2	1.3
CS(=O)(=O)N(CC(=O)N1CCOCC1)Cc1ccccc1	1.0	-15.9	1.1
COC(=O)C(CC(=O)c1ccc(Br)cc1)n1ccnc1 (stereo unspecified)	-4.5	-7.5	1.1
O=C(Oc1ccc(Cl)cc1)c1ccc(COC(=O)c2cnccn2)cc1	-1.4	0.0	1
Cc1c(N(C)C(=O)c2ccco2)c(=O)n(-c2ccccc2)n1C	-0.5	-6.5	1

(further entries)
SMILES	HIV Rev-RRE inh	Plk1 PBD FP	S1P2 agonist	PLK1 inh	EphB4 antag	S1P2 antag	FAK inh	MT1-MMP txn act	PLAP activator
CSC1=NCCN1C(=O)c1cccs1	1.0	10.8	-2.6	-11.4	-4.8	-10.7	0.5	1.2	0.9
COC(=O)c1cccc(Oc2nc(N3CCOCC3)nc(N3CCOCC3)n2)c1	3.5	10.5	0.4	-14.3	2.5	-8.2	4.1	1.1	.
Cc1cccc(C)c1OCC(=O)N/N=C/c1cc2c(cc1[N+](=O)[O-])OCO2	12.2	18.4	-4.2	-29.7	5.8	-9.9	0.8	1.1	1.1
O=c1cc(CNC2CCCCC2)c2ccccc2[nH]1	5.2	-16.7	-5.2	-16.5	1.9	13.9	-10.8	0.9	1.4
Cc1cc(S(=O)(=O)Nc2ccc3ccccc3c2)c(C)s1	19.6	-11.1	-3.1	0.4	-0.1	-8.2	4.7	1.1	1
COc1cccc2sc(Nc3nnc(-c4cccs4)o3)nc12	7.3	5.7	-9.4	-5.0	-6.8	-5.6	-5.0	1.5	1

Not a hit list. About 3.9% of those tested had a hit in this group.
